Screening results (PubChem BioAssay)
T cruzi growth – T. cruzi proliferation inhibition | T. cruzi beta-gal in NIH3T3, GalScreen luminescence, 90 h | inhibition, % at 8.34 µM | 77,000 compounds, 5.9% hits | AID 624255;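 active = mean inhibition above about 93%, with at least 55% of replicates each passing it, limit read from the data, passing the limit was not always enough; inconclusive = only one of those two conditions holds; inactive = neither condition holds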
Pf Dd2 growth – P. falciparum Dd2 growth inhibition; activity change, % at 10 µM; 94,000 compounds, 2.3% hits; SYBR Green, 72 h; hits give low values; in the data active = activity change below about -80%; inconclusive = no clear call, values can overlap the other calls
KDM4C inh – inhibitors of human demethylase GASC-1 KDM4C. Q9H3R0. GST-KDM4C 2-372, H3K9me3 peptide, LANCE TR-FRET. inhibition, % at 12.5 µM. 96,000 compounds, 0.15% hits. AID 720574;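 active = mean replicate inhibition above about 25%, with at least 55% of replicates also reaching it, limit read from the data, passing the limit was not always enough; inconclusive = only one of those two conditions met; inactive = neither condition met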
Target sequence (Q9H3R0 2-372 limits assumed): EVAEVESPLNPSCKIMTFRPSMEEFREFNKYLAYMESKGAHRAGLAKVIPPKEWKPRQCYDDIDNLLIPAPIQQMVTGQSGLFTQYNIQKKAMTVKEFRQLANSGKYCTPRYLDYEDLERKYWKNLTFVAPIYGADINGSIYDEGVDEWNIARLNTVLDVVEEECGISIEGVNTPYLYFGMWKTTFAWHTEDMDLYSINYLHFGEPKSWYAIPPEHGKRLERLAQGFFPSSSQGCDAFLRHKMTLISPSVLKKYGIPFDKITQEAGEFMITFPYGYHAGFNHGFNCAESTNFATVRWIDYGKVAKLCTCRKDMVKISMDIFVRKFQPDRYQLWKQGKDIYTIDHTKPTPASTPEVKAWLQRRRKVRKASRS
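Test system – GST-tagged GASC-1 (JMJD2C) catalytic fragment, aa 2-372 · Medium – HEPES buffer, pH 7.5, plus ascorbate · Reagent – H3K9me3 peptide with Fe(II)/2OG · Compound – one test concentration per compound · Timing – 30 min reaction, 60 min detection, RT · Technique – TR-FRET with Eu antibody and ULight streptavidin, EDTA stop · Read-out basis – inhibition from TR-FRET ratio decrease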
C diff growth – blocks growth of Clostridium difficile; Clostridium difficile clinical isolate growth, OD600, 24 h; hits give low values; growth activity, negative = inhibition, % at 16 µg/mL (by protocol); 86,000 compounds, 0.25% hits;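 active = mean growth activity at or below -80% and every replicate also at or below -80%; inconclusive = mean at or below -80% but some replicate above -80%; inactive = mean growth activity above -80%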;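 also: 0% = DMSO wells and -100% = levofloxacin 16 µg/mL wells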
Numbers without * were called inactive; ? = inconclusive; · = not tested or not shown; & = joins results of further samples. Compounds as they come; about 7% have a hit in one of these screens.

SMILES	T cruzi growth	Pf Dd2 growth	KDM4C inh	C diff growth
CO[C@H]1CN(C)C(=O)c2cc(NS(C)(=O)=O)ccc2OC[C@@H](C)N(CCC(F)(F)F)C[C@@H]1C	-15	13	-0.7	·
CC(C)C(=O)Nc1ccc2c(c1)C(=O)N(C)[C@@H]1CC[C@H](CC(=O)NCc3ccc(F)cc3)O[C@@H]1CO2	30	-12	1.0	-6
O=C(C[C@H]1C=C[C@@H](NS(=O)(=O)c2ccc(F)cc2)[C@H](CO)O1)N1CCc2ccccc2C1	-2	6	6.8	-1
C[C@@H]1CN([C@@H](C)CO)S(=O)(=O)c2ccc(C#CC3CC3)cc2O[C@@H]1CN(C)C(=O)C1CC1	42	4	-0.5	0
O=C(Cc1ccccn1)N[C@@H]1CC[C@H](CCn2cc(-c3cccnc3)nn2)O[C@@H]1CO	-19	-1	1.8	-1
CC(C)NC(=O)Nc1ccc2c(c1)C(=O)N([C@H](C)CO)C[C@H](C)[C@@H](CN(C)Cc1ccc(C(=O)O)cc1)O2	-2	29	-1.5	-2
C[C@@H]1CCCCO[C@H](CN(C)C(=O)C2CCCCC2)[C@@H](C)CN([C@H](C)CO)C(=O)c2cc(NS(C)(=O)=O)ccc2O1	53	22	-1.8	-1
CO[C@@H]1CN(C)C(=O)c2ccc(NC(=O)C3CCCCC3)cc2OC[C@H](C)N(C(=O)c2ccccc2)C[C@H]1C	37	-36	1.0	·
Cc1noc(C)c1NC(=O)N(C)C[C@H]1Oc2ncc(C#CC(C)C)cc2C(=O)N([C@H](C)CO)C[C@H]1C	27	4	-1.3	8
C[C@@H]1CN([C@@H](C)CO)C(=O)Cc2cc(NC(=O)CCCCCC(=O)Nc3ccccc3N)ccc2O[C@H]1CN(C)Cc1ccc(Cl)c(Cl)c1	69	-56	0.7	13
N#C[C@H]1[C@@H](c2ccccc2C2=CCCCC2)[C@@H](CO)N1C(=O)c1ccccn1	·	-41	1.7	-3
C[C@@H]1CCCCO[C@@H](CN(C)S(=O)(=O)c2ccccc2)[C@H](C)CN([C@H](C)CO)C(=O)c2cc(NC(=O)Nc3ccccc3)ccc2O1	55	-78	0.0	·
CNC[C@H]1Oc2ccc(NC(=O)CCN3CCOCC3)cc2CC(=O)N([C@@H](C)CO)C[C@@H]1C	24	18	0.8	2
CCC(=O)Nc1ccc2c(c1)OC[C@H](C)N(C(=O)Cc1ccccn1)C[C@H](C)[C@@H](OC)CN(C)C2=O	-14	12	0.8	·
COc1ccc(CN(C)C[C@@H]2OCCCC[C@@H](C)Oc3ccc(NC(=O)c4ccncc4)cc3C(=O)N([C@H](C)CO)C[C@H]2C)cc1	-35	-40	0.1	1
COc1ccccc1NC(=O)N1CCCCN2[C@H](C1)[C@@H](c1ccc(-c3cccc(C)c3)cc1)[C@@H]2CO	77	-67	-1.0	7
C[C@H](CO)N1C[C@H](C)[C@H](CN(C)S(=O)(=O)c2ccccc2C#N)OCc2cnnn2CCCC1=O	·	-8	0.4	3
CCCN(C)C[C@@H]1OCCCC[C@H](C)Oc2ccc(NC(=O)Nc3ccc(C(F)(F)F)cc3)cc2C(=O)N([C@H](C)CO)C[C@@H]1C	61	-77	-2.7	-28
O=C(Nc1ccc(F)cc1)N1CC(=O)N2[C@H](CO)[C@H](c3ccc(-c4cccc(F)c4)cc3)[C@@H]2C1	·	-24	-0.5	-10
C[C@H](NC(=O)C[C@H]1C[C@@H]2c3cc(NC(=O)NC4CCCC4)ccc3O[C@@H]2[C@@H](CO)O1)c1ccccc1	12	6	-3.3	·
C[C@@H]1CN([C@@H](C)CO)C(=O)c2cccc(NS(C)(=O)=O)c2O[C@H]1CN(C)Cc1ccc(C(F)(F)F)cc1	47	-23	3.0	2
CO[C@H](CN(C)S(=O)(=O)c1ccc(Cl)cc1)[C@@H](C)CN([C@@H](C)CO)S(=O)(=O)c1cccc(Cl)c1	93	-9	-2.1	·
COc1ccc(S(=O)(=O)Nc2ccc3c(c2)C(=O)N([C@@H](C)CO)C[C@@H](C)[C@H](CN(C)S(=O)(=O)c2ccc(C)cc2)OCCCC[C@H](C)O3)cc1	·	-67	-0.3	·
CCCNC(=O)N1[C@H](CO)[C@H](c2ccc(-c3ccccc3)cc2)[C@H]1CNC(C)=O	-30	-61	-2.8	-4
CCCN1[C@H](CO)[C@H](c2ccc(C#CC3CCCCC3)cc2)[C@@H]1CNC(=O)C1CC1	·	-45	-0.2	9

Only KDM4C inh, for two of the compounds above:
molecule | KDM4C inh
CC(C)C(=O)Nc1ccc2c(c1)C(=O)N(C)[C@@H]1CC[C@H](CC(=O)NCc3ccc(F)cc3)O[C@@H]1CO2 | 1.0
CO[C@@H]1CN(C)C(=O)c2ccc(NC(=O)C3CCCCC3)cc2OC[C@H](C)N(C(=O)c2ccccc2)C[C@H]1C | 1.0

Later entries
SMILES	T cruzi growth	Pf Dd2 growth	KDM4C inh	C diff growth
COC(=O)c1ccc(CN2CC(=O)N3[C@H](C2)[C@H](c2ccc(-c4ccccc4F)cc2)[C@@H]3CO)cc1	·	-18	-3.1	20
CO[C@@H]1CN(C)C(=O)c2cc(NC(C)=O)ccc2OC[C@@H](C)N(Cc2cccc(F)c2)C[C@@H]1C	-60	17	0.7	2
CC(C)NC(=O)N(C)C[C@H]1Oc2cc(C#Cc3ccccn3)ccc2S(=O)(=O)N([C@H](C)CO)C[C@H]1C	111*	-24	-1.2	-4
CN1CCN(C(=O)C[C@@H]2CC[C@@H]3[C@H](COC[C@H](O)CN3Cc3cccc(-c4ccncc4)c3)O2)CC1	55	-4	-1.3	·
COc1ccc(NC(=O)Nc2ccc3c(c2)C(=O)N([C@@H](C)CO)C[C@H](C)[C@@H](CN(C)C(=O)Nc2ccc4c(c2)OCO4)O3)cc1	15	7	0.8	-6
O=C(C[C@@H]1CC[C@@H](NC(=O)NC2CCCCC2)[C@@H](CO)O1)NCc1ccccc1	6	0	-2.0	-1
COc1ccccc1-c1cn(CC[C@H]2CC[C@@H](NS(=O)(=O)c3ccccc3C)[C@H](CO)O2)nn1	·	-5	0.6	-5
O=C(O)C[C@H]1C[C@@H]2c3cc(NC(=O)Nc4ccc(F)cc4)ccc3O[C@@H]2[C@@H](CO)O1	-32	11	-0.9	1
COCC(=O)N1CC2(CN(Cc3cccnc3)C2)c2c(n(C)c3cc(OC)ccc23)[C@@H]1CO	·	-2	-0.4	-2
C[C@@H]1CCCCO[C@H](CN(C)C(=O)Nc2ccc(C(F)(F)F)cc2)[C@H](C)CN([C@@H](C)CO)C(=O)c2cc(NC(=O)Nc3ccc(C(F)(F)F)cc3)ccc2O1	116*	-55	-0.8	5
CCCNC(=O)N1CC2(CCN(C(=O)CCC)CC2)c2c(n(C)c3cc(OC)ccc23)[C@H]1CO	·	-11	0.5	11
CC(C)c1cn(CC[C@@H]2CC[C@@H](NS(=O)(=O)Cc3ccccc3)[C@H](CO)O2)nn1	-39	10	3.0	·
C[C@H]1CN([C@@H](C)CO)C(=O)c2cc(NC(=O)Nc3ccc(C(F)(F)F)cc3)ccc2O[C@H]1CN(C)Cc1ccc(C(F)(F)F)cc1	41	36	-2.1	22
C[C@@H]1CCCCO[C@@H](CN(C)Cc2ccncc2)[C@H](C)CN([C@@H](C)CO)C(=O)c2cc(NS(=O)(=O)c3ccc(Cl)cc3)ccc2O1	88	24	-0.6	-4
CNC[C@@H]1OCCCC[C@@H](C)Oc2ccc(NS(=O)(=O)c3cccs3)cc2C(=O)N([C@@H](C)CO)C[C@H]1C	20	9	-0.4	4
O=C(CC1CC1)N1CC[C@@H]2[C@@H](CO)Nc3ccc(-c4ccc(F)cc4)cc3[C@@H]21	?	7	-0.6	0
CO[C@@H]1CN(C)C(=O)c2cc(NC(=O)Nc3ccccc3)ccc2OC[C@@H](C)N(C(=O)CC2CC2)C[C@@H]1C	70	-23	-1.6	·
CC(C)C#Cc1ccc([C@@H]2[C@H]3CN(C(=O)NC4CCCC4)CC(=O)N3[C@H]2CO)cc1	·	6	6.4	-15
O=C(c1ccc(F)cc1)N1CC(=O)N2[C@@H](CO)[C@H](c3ccc(-c4cccnc4)cc3)[C@@H]2C1	·	12	-2.1	4
CCC(=O)Nc1ccc2c(c1)OC[C@H](C)N(C(=O)C1CC1)C[C@@H](C)[C@H](OC)CN(C)C2=O	-5	-7	0.8	-1
COc1cccc(CNC(=O)C[C@@H]2C=C[C@H](NC(C)=O)[C@@H](CO)O2)c1	-20	10	-0.2	-4
C[C@H](CO)N1C[C@H](C)[C@H](CN(C)S(=O)(=O)c2ccc(-n3cccn3)cc2)OCc2cn(nn2)CCCC1=O	·	-1	0.5	-3
O=C(C[C@H]1CC[C@@H](NC(=O)c2ccc3c(c2)OCO3)[C@H](CO)O1)NC1Cc2ccccc2C1	-52	16	2.0	·
C[C@H]1CN([C@@H](C)CO)C(=O)c2cc(-c3ccc(C(=O)N(C)C)cc3)cnc2O[C@H]1CN(C)C(=O)c1cccnc1	-113	43	1.5	1
C/C=C/c1ccc([C@H]2[C@@H](CO)N(C(=O)CC)[C@@H]2CNCC2CCCCC2)cc1	·	-85*	1.6	-2

Following part.
SMILES	T cruzi growth	Pf Dd2 growth	KDM4C inh	C diff growth
O=C(C[C@H]1CC[C@H]2[C@@H](COC[C@@H](O)CN2Cc2ccccc2)O1)N[C@@H]1CCN(Cc2ccccc2)C1	87	-35	0.8	6
CNC[C@H]1Oc2cc(C#CC(C)(C)O)ccc2S(=O)(=O)N([C@H](C)CO)C[C@H]1C	-37	-8	-0.6	3
COc1ccc(-c2ccc([C@@H]3[C@H]4CN(C(=O)c5ccccn5)CC(=O)N4[C@H]3CO)cc2)cc1	·	-49	0.2	-5
C[C@@H]1CN([C@@H](C)CO)C(=O)Cc2cc(NS(=O)(=O)c3ccc(F)cc3)ccc2O[C@H]1CN(C)Cc1ccc(C(=O)Nc2ccccc2N)cc1	·	-61	0.1	1
O=C(C[C@H]1CC[C@@H](NC(=O)c2ccccc2)[C@H](CO)O1)NCCc1ccncc1	·	·	4.3	0
C[C@H](NC(=O)C[C@H]1CC[C@@H](NC(=O)C2CC2)[C@@H](CO)O1)c1ccccc1	·	7	-3.9	-1
C[C@H](CO)N1C[C@H](C)[C@@H](CN(C)Cc2ccc3c(c2)OCO3)Oc2ccc(NC(=O)C3CCCCC3)cc2C1=O	-15	-2	-0.6	-2
C[C@H](CO)N1C[C@H](C)[C@@H](CN(C)C(=O)C2CCCCC2)OCc2cn(nn2)CCCC1=O	-3	40	-1.1	·
CC(C)NC(=O)Nc1ccc2c(c1)C(=O)N([C@@H](C)CO)C[C@H](C)[C@H](CN(C)S(=O)(=O)c1ccc(Cl)cc1)OCCCC[C@H](C)O2	106*	-80	-0.1	6
CO[C@@H]1CN(C)C(=O)c2cc(NC(=O)NC(C)C)ccc2OC[C@H](C)N(C(=O)CC2CC2)C[C@H]1C	28	17	0.6	·
O=S(=O)(c1ccccc1)N1C[C@@H]2N[C@H](C1)C2c1ccc(-c2ccccc2)cc1 (stereo partly specified)	·	-22&-11	-2.1&-0.4	56&19
C[C@@H](O)C#Cc1ccc([C@H]2[C@@H](CO)N3CCCCN(CC4CC4)C[C@@H]23)cc1	30	5	-0.2	-3
COc1cccc(CNC(=O)[C@@H]2[C@@H](CO)[C@@H]3Cn4c(ccc(-c5cccnc5)c4=O)[C@@H]3N2C)c1	34	9	2.2	-1
O=C(c1cnccn1)N1C[C@H]2[C@@H](c3ccccc31)[C@H](CO)N2C(=O)CC1CC1	5	-5	1.2	-9
C[C@@H]1CN([C@@H](C)CO)S(=O)(=O)c2ccc(-c3cccnc3)cc2O[C@H]1CN(C)C(=O)CN(C)C	92	10	-1.1	4
O=C(CC1CC1)N1CC(=O)N2[C@@H](CO)[C@H](c3ccc(C#Cc4ccccc4)cc3)[C@@H]2C1	·	-10	0.2	-12
COc1ccccc1S(=O)(=O)N[C@H]1CC[C@@H](CCn2cc(C3CCCC3)nn2)O[C@@H]1CO	·	-93*	1.2	14
COc1ccc(S(=O)(=O)N[C@H]2C=C[C@H](CC(=O)N3CCc4ccccc4C3)O[C@H]2CO)cc1	-26	-20	·	·
Cc1ccccc1S(=O)(=O)N(C)C[C@H]1OCc2ccccc2-c2ccccc2C(=O)N([C@H](C)CO)C[C@H]1C	93	-86*	-0.7	-2

5 of these compounds, reformatted.
molecule | T cruzi growth | Pf Dd2 growth | KDM4C inh | C diff growth
C[C@@H]1CN([C@@H](C)CO)S(=O)(=O)c2ccc(-c3cccnc3)cc2O[C@H]1CN(C)C(=O)CN(C)C | 92 | 10 | -1.1 | 4
O=C(CC1CC1)N1CC(=O)N2[C@@H](CO)[C@H](c3ccc(C#Cc4ccccc4)cc3)[C@@H]2C1 | · | -10 | 0.2 | -12
COc1ccccc1S(=O)(=O)N[C@H]1CC[C@@H](CCn2cc(C3CCCC3)nn2)O[C@@H]1CO | · | -93* | 1.2 | 14
COc1ccc(S(=O)(=O)N[C@H]2C=C[C@H](CC(=O)N3CCc4ccccc4C3)O[C@H]2CO)cc1 | -26 | -20 | · | ·
Cc1ccccc1S(=O)(=O)N(C)C[C@H]1OCc2ccccc2-c2ccccc2C(=O)N([C@H](C)CO)C[C@H]1C | 93 | -86* | -0.7 | -2
